Eya2 inh = inhibitors of human Eya2 phosphatase activity | O00167 | recombinant Eya2, OMFP fluorescence dephosphorylation (OMFP is methylfluorescein phosphate) | Potency, µM (highest dose often 76.9 µM), without a hit: at the highest dose activity, negative = inhibition, hits mostly inhibitors | actives 0.006% (n = 330,000); note: potency is the fitted concentration of half-maximal effect
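Eya2 protein (added as 0.2 uM solution) was preincubated with compound for 10 min at ambient temperature in 50 mM HEPES pH 7.5, 50 mM NaCl, 5 uM MgCl2, 0.05% BSA, 1 mM DTT. OMFP (added at 50 uM) then reacted 10 min; fluorescence read at 485/525 nm.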
uPA surface inh = blocks generation of uPA at the cell surface; cell surface uPA generation assay, qHTS; Potency, µM (doses to about 38.3 µM), without a hit: at the highest dose activity change, negative = inhibition, hits mostly inhibitors; actives 0.31% (n = 330,000); AID 540303; active = well fitted inhibition curve with a large enough effect; inconclusive = small, poorly fitted or top-dose-only effect; inactive = no such curve, though single readings can be large or run the other way; tested in mouse RAW 264.7 cells; note: potency is the fitted concentration of half-maximal effect; nearly all actives have a fitted effect of over 55% in size
KCNH2 3.1 block = KCNH2 3.1 (human) potassium channel inhibition | actives 0.95% (n = 340,000) | activity change, % (tested at about 1.8 µM) | U2OS KCNH2 3.1, thallium flux FluxOr; stronger effect = lower value;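 active = maximum activity change below -70%; inconclusive = maximum activity change from -70% to -50%; inactive = maximum activity change above -50%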;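 note: thallium influx rate constant from kinetic fluorescence after stimulation buffer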
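Measured as rate of thallium-driven FluxOr signal in transduced U2OS cells carrying the 3.1 channel, read kinetically for 2 min upon stimulation; values are rate constants scaled to DMSO control wells.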
FBPA coupling cs = coupling enzyme interference in Giardia aldolase counter-screen; coupling enzyme system counterscreen, AmpLite Red fluorescence; AID 2472; activity change, negative = inhibition, % at 58.2 µM, hits read low; actives 0.67% (n = 290,000); in the data active = activity change below about -30%
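Fluorescence at 525 nm excitation and 598 nm emission measured inhibition of the coupled detection system without aldolase. Compounds (at 57.5 uM final) were preincubated 10 min at room temperature with coupling enzyme reagent before a 20 min substrate/AmpLite Red step.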
GALK inhibitor = galactokinase (human) inhibition; actives 0.007% (n = 270,000); Purified GALK, Kinase-Glo residual ATP luminescence; Potency, µM (top dose mostly 57.5 µM), for inactives: at the highest dose activity change, negative = inhibition, hits mostly inhibitors; AID 1868; note: potency is the fitted concentration of half-maximal effect
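Luminescence from leftover ATP (Ultra-Glo luciferase/luciferin) served as read-out after a 1 h room-temperature reaction of 5 nM GALK with 35 uM ATP and 100 uM galactose.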
USP2a inh = inhibitors of human ubiquitin-specific protease USP2a; O75604; USP2 core, Ub-CHOP2 coupled fluorogenic reporter, 485/531; Potency, µM (top dose mostly 38.3 µM), for the others: at the highest dose activity change, negative = inhibition, hits mostly inhibitors; actives 0.01% (n = 330,000); AID 463254;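 note: potency is the fitted concentration of half-maximal effect; plate controls were DMSO wells for no effect and full inhibition by NEM control for full effect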
Target sequence (O75604 whole entry, looked up): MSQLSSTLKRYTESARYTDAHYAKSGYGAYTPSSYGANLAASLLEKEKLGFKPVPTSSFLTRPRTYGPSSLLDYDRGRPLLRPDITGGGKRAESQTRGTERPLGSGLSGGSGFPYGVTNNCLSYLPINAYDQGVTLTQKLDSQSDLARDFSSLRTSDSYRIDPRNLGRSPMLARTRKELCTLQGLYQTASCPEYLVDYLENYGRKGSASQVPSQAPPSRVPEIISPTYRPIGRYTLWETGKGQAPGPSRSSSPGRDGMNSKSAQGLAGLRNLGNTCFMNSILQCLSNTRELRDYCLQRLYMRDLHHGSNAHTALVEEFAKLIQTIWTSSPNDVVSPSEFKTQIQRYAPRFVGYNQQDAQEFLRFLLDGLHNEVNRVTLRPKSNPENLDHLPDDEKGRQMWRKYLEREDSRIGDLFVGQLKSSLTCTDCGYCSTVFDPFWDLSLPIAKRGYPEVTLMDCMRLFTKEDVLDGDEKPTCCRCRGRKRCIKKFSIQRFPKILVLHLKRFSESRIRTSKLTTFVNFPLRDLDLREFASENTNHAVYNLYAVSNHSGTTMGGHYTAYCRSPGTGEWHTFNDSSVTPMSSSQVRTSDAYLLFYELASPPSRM
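Cell-free coupled assay: 10nM USP2 core preincubated 30min RT with compound in Tris-HCl pH 8.0/CaCl2/CHAPS buffer, then 25nM Ub-CHOP2 and 25nM reporter substrate; fluorescence (Ex 485/Em 531) read after 60min RT, normalized to NEM inhibition, concentration-response curves fitted.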
Giardia kill = Giardia lamblia killing; Giardia lamblia trophozoite viability; activity change, % at 7.66 µM, hits read low; actives 0.15% (n = 340,000); in the data active = activity change below about -80%; inconclusive = between about -30% and that limit;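 note: parasites exposed to compound for two days anaerobically before the ATP read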
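Compounds were tested on trophozoites seeded at 100 cells/well and held 48 hrs at 37 deg C anaerobically. An ATP-based luminescent kit measured the remaining live cells.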
PKM2 activator = activators of human pyruvate kinase M2 | actives 0.34% (n = 260,000) | AID 1631 | Potency, µM (highest dose often 57.5 µM), without a hit: top-dose activation, most hits filed as activators | purified PKM2, Kinase-Glo ATP luminescence, activation; response scale: 0% is enzyme alone, no compound | P14618; note: potency is the fitted concentration of half-maximal effect; nearly all actives have a fitted effect of over 55% in size
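Kinase-Glo luminescence reports ATP generated from ADP (0.1 mM) and PEP (0.5 mM) by purified hPK-M2 after 1 h at room temperature, pH 7.2 imidazole buffer; intermediate enzyme activity allows detecting inhibitors and activators.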
B2AR arrestin = agonists driving beta-arrestin recruitment to human beta2-adrenergic receptor; P07550; beta-arrestin recruitment to beta2AR, cell-based reporter; Potency, µM (doses to about 46.1 µM), for the others: at the top dose activation, most hits filed as activators; actives 0.02% (n = 330,000);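 note: potency is the fitted concentration of half-maximal effect; 0% = DMSO controls and full agonism = EC100 isoproterenol or metaproterenol; nearly all actives have a fitted effect of over 65% in size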
Target sequence (P07550 whole entry, looked up): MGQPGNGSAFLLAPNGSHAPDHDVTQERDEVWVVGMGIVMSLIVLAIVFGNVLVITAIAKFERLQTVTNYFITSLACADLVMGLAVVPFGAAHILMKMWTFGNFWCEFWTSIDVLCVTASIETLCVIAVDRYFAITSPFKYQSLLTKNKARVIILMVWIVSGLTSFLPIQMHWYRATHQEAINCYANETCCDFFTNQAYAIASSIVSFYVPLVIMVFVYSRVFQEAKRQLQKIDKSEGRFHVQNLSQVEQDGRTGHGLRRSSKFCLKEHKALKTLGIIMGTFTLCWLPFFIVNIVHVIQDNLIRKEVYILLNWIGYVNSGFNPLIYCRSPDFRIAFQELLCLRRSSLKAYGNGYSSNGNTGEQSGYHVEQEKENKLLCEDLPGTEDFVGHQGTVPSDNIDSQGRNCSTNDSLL
hERG WT inh = blocks the wildtype human KCNH2 potassium channel. U2OS, BacMam KCNH2, thallium flux FluxOr; stronger effect = lower value. actives 0.37% (n = 340,000). Q12809. activity change, % at 1.84 µM;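 active = maximum activity change below -70%; inconclusive = maximum activity change between -70% and -50%; inactive = maximum activity change above -50%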
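U2OS cells transduced with wild-type KCNH2 virus are loaded with FluxOr dye for 45 min, and thallium flux is measured in kinetic reads before and after stimulation buffer. Rate constants are normalized to DMSO controls.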
Chronic BCR inh = inhibitors of chronic active B-cell receptor signaling. ABC-DLBCL IkBa-CBG/CBR reporter, luminescence ratio, 4 h. actives 0.05% (n = 340,000). Potency, µM (highest dose often 46.1 µM), inactives show at the top dose ratio change, negative = lower green/red ratio, hits mostly inhibitors; active = well fitted inhibition curve with a large enough effect in the signal ratio, with a control signal flat, not every such curve was filed as active; inconclusive = small, poorly fitted or top-dose-only effect, or effect the other way, or a change in a side signal; the % refers to the signal ratio;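 note: potency is the fitted concentration of half-maximal effect; plate controls were basal doxycycline-induced cells for no effect and cells given 10 µM MG132 for full effect; MG132 reads +100%, hits lower the ratio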
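Doxycycline induced both beetle luciferases in TMD8 lymphoma cells; IKK-driven degradation limits the IkappaBalpha-fused green signal, while red luminescence normalises for cell number and nonspecific effects. Compounds tested up to 46 uM, 4 hrs.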
Starred values were filed as active, the others as inactive; ? = inconclusive; / = not tested or not shown; [ ] = dose if it differs, or a comment. Unless noted, calls come from the whole dose curve; as a rule, active = well fitted curve in the direction sought with a large enough effect; inconclusive = small, poorly fitted or top-dose-only effect, or another doubt; inactive = no such curve, though single readings can be large; an effect the other way counts as inactive or inconclusive. Unless noted, % is set by controls: 0 for no effect and ±100 for the full control effect. Not all compounds are listed (hit frequency here may not be typical).

canonical_smiles	Eya2 inh	uPA surface inh	KCNH2 3.1 block	FBPA coupling cs	GALK inhibitor	USP2a inh	Giardia kill	PKM2 activator	B2AR arrestin	hERG WT inh	Chronic BCR inh
CC1CCC(C(C)C)C(OC(=O)COC(=O)c2ccccc2N)C1 (centres undefined)	-13.8%	7.4%	-29.2	7.3	2.6%	-6.2%	-24.4	-17.0%	0.3%	-9.1	?
O=C(c1ccc(CS(=O)(=O)c2ccc(Br)cc2)o1)N1CCC2(CC1)OCCO2	7.9%	-4.6%	-5.4	1.1	0.4%	-0.7%	-11.6	-7.5%	0.0%	13.9	3.7%
Cc1ccc(S(=O)(=O)N2CCCC2c2cccnc2)cc1 (centres undefined)	14.4%	-22.1%	18.7	-0.3	0.9%	14.0%	18.1	9.6%	-0.9%	5.6	3.8%
CC1[C@H]2Cc3ccc(O)cc3[C@]1(C)CCN2CCc1ccccc1 (some centres undefined)	-8.4%	-12.0%	-12.9	/	/	0.0%	-1.1	/	-0.5%	24.0	1.6%
O=C(Cc1ccc(Cl)cc1)Nc1ccc(N2CCN(C(=O)c3ccco3)CC2)c(Cl)c1	3.4%	-10.3%	?	0.7	0.4%	-10.0%	-8.1	-3.4%	5.4%	-12.2	?
COc1ccc(C(=O)Nc2ccc(N3CCN(C(=O)c4cccs4)CC3)cc2)cc1Br	3.8%	?	?	/	1.6%	-1.2%	11.2	/	0.0%	30.9	?
COc1ccc(N2C(=O)NC(=O)/C(=C\c3cn(CC(=O)N4CCOCC4)c4ccccc34)C2=O)c(OC)c1	7.3%	-6.0%	5.8	0.1	/	3.6%	-8.9	5.2%	0.1%	8.1	8.2%
O=P(Nc1ccccc1)(Nc1ccccc1)Oc1ccc(Cl)cc1	-5.9%	/	-11.3	0.9	-3.9%	3.8%	0.0	0.7%	-0.2%	1.3	-20.0%
COC(=O)C1=C(c2ccc(C(C)=O)cc2)C[C@@H]2CC[C@H]1N2C(=O)NCCCOC(C)C	-27.1%	16.9%	/	/	/	-1.2%	0.3	/	0.1%	/	-4.6%
CCC(=Nc1ccc2c(c1)CCC2)c1c(O)n(C)c(=O)n(C)c1=O	1.6%	-2.7%	4.2	0.6	0.9%	0.2%	2.3	-1.3%	-2.2%	-0.8	-1.5%
O=C1CC(=O)N(c2ccc(Cl)cc2)C(=O)N1	5.1%	4.0%	1.9	8.3	5.7%	3.0%	-18.2	-0.2%	-0.8%	21.8	4.4%
CC(C)=CCN1CC[C@@]2(C)c3cc(O)ccc3C[C@@H]1C2C (some centres undefined)	1.1%	-21.0%	3.0	/	/	-7.4%	1.7	/	-0.8%	0.3	0.0%
O=P(/C(=N/O)N1CCCCC1)(N1CCOCC1)N1CCOCC1	13.1%	-0.5%	-2.3	0.0	2.5%	0.1%	-14.6	-6.7%	-0.3%	5.3	-1.8%
COc1ccccc1N1CCN(Cc2ccccc2Cl)CC1	-19.3%	/	5.4	-0.2	0.4%	1.7%	-4.9	-1.7%	-0.1%	0.7	?
Cn1c(O)c(C=Nc2cccc(C(F)(F)F)c2)c(=O)n(C)c1=O	8.5%	0.8%	22.2	0.1	-1.5%	?	1.1	/	-0.5%	14.4	?
CN1CCc2nc(SCc3ccccc3Br)c(C#N)cc2C1	-15.6%	-6.8%	-9.3	-1.5	0.7%	-1.0%	-26.6	4.4%	-0.1%	/	-9.2%
COc1ccc2nc(NC(=O)c3ccc4ncsc4c3)sc2c1	16.6%	?	-3.8	1.9	0.6%	-5.8%	16.2	-2.9%	-0.6%	-9.9	?
O=C1Nc2cc(C(=O)N3CCC4(CC3)OCCO4)ccc2NC1CSCc1cccc(F)c1 (centres undefined)	15.8%	/	/	/	-0.5%	8.1%	/	/	0.4%	/	?
COc1c(/C=C2/C(=O)NC(=O)N(C)C2=O)c(CCN(C)C(=O)c2ccccc2)cc2c1OCO2	-4.6%	-1.7%	-6.2	-0.2	/	-3.3%	2.0	0.9%	0.4%	-1.9	-3.5%
CCNc1nc(-c2ccc(Cl)cc2)cs1	6.6%	0.0%	15.7	-0.7	-0.1%	3.3%	-8.5	10.7%	-0.7%	-4.8	?
O=c1[nH]c(=O)n(Cc2ccco2)c(O)c1C=NC1CC1	-2.4%	4.6%	5.5	0.6	2.9%	1.1%	76.6[activator]	-3.5%	-0.2%	-5.5	1.2%
CC(C)CN1CCN(Cc2c(F)cccc2Cl)CC1CCO (centres undefined)	-1.1%	1.3%	-1.1	1.0	-0.8%	-3.6%	12.3	5.4%	-0.4%	3.0	-8.8%
N#Cc1ccc(N2CCNCC2)c(F)c1	11.3%[15.4 µM]	1.2%	-76.1*	-2.8	0.6%	2.7%	-9.0	-8.9%	0.1%	?	10.0%
Cc1ccsc1/C=C1\C(=O)NC(=S)N(C)C1=O	-1.8%	-24.4%	-6.6	2.7	-1.5%	3.0%	-11.1	0.7%	0.4%	2.4	?
CCN(CC)CCCN=C(C)c1c(O)n(-c2ccccc2)c(=O)[nH]c1=O	-3.6%	/	2.3	1.8	1.7%	-0.4%	4.7	-1.2%	-0.5%	-7.1	-0.3%
CC(=O)Nc1ccc(C(=O)C(Cc2ccccc2)N(C)C)cc1 (centres undefined)	2.7%	-1.3%	3.5	5.1	-4.9%	3.1%	11.8	/	0.2%	-5.8	?
CCC(=O)c1ccc(OCC(=O)N2CCN(CC(=O)Nc3ccccc3C(F)(F)F)CC2)cc1	2.7%	1.8%	1.6	/	/	-0.6%	1.2	/	0.3%	9.3	-4.5%
CC(C)(C)C(=O)N1CCN(c2nc3ccccc3s2)CC1	-1.7%	-28.6%	-24.8	-0.2	0.8%	5.6%	-23.9	/	-0.4%	-5.5	?
O=c1cccc2n1CC1CC2CN(C(c2cccc(F)c2)c2sc3ncnn3c2O)C1 (centres undefined)	-6.3%	10.4%	10.3	0.4	0.8%	2.7%	-13.7	-5.9%	-0.1%	-5.5	6.7%
COc1cc(C(=O)Nc2ccc(Br)cc2C(=O)c2ccccc2)cc(OC)c1OC	?	-1.4%	-11.5	1.1	1.0%	1.8%	-4.4	-0.3%	0.1%	1.2	0.8%
CCC(=Nc1ccc(OC)cc1OC)c1c(O)n(C2CCCCC2)c(=O)[nH]c1=O	0.3%	-1.9%	0.7	-1.8	-1.5%	-17.6%	0.9	-16.4%	0.3%	1.2	?
CN1C(=O)C(Cc2ccc3c(c2)OCO3)C(=O)N(C)C1=O	0.7%	/	/	-7.5	-0.1%	0.7%	/	-2.5%	-0.3%	/	?
O=CC(Br)P(=O)(N1CCOCC1)N1CCOCC1 (centres undefined)	21.0%	-23.2%	-4.6	2.0	2.1%	0.9%	-3.6	-2.9%	0.4%	0.0	-3.6%
CCC(=NC(C)c1ccccc1)c1c(O)[nH]c(=O)[nH]c1=O (centres undefined)	5.2%	-10.6%	-14.6	1.6	-2.0%	1.9%	-24.9	-4.1%	0.5%	-1.5	?
Cc1ccc(S(=O)(=O)N(c2cc(Cl)c(O)c(Cl)c2)P(=O)(OC(C)C)OC(C)C)cc1	-1.5%	-3.0%	9.5	-0.3	11.6%	3.1%	10.9	-1.6%	-0.8%	1.3	11.6%
Cc1cc(OCC(=O)N2C[C@H]3C[C@@H](C2)c2cccc(=O)n2C3)c2c(C)c(C)c(=O)oc2c1	-25.4%	-1.2%	1.3	-1.1	/	-0.2%	1.5	1.3%	-0.2%	-8.2	-0.5%
c1cncc(C2CCCCN2Cc2ccc3c(c2)OCO3)c1 (centres undefined)	-9.6%	-0.2%	1.0	0.9	2.0%	0.7%	18.5	-18.4%	-0.2%	0.9	-0.7%
CCOc1cc(/C=N/Nc2nc3ccccc3[nH]2)cc(Br)c1OCC(=O)N(C)C	-2.5%	-11.1%	-0.8	0.1	-1.3%	2.4%	2.9	1.6%	0.2%	-14.6	?
CCOc1ccc(/C=N/Nc2nc(=O)[nH]nc2C)cc1OC	-9.4%	16.0%	-16.3	-0.6	1.1%	7.8%	-2.8	-15.8%	-0.2%	/	?
Cn1cnc(CCN)c1	5.9%	-2.0%	7.7	/	/	/	-6.7	/	/	-7.9	/
CCOC(=O)C1CCN(/C=C2\C(=O)NC(=S)N(CC)C2=O)CC1	13.0%	-32.1%	-11.5	2.9	-2.7%	1.6%	7.9	-3.4%	0.0%	-16.5	5.4%
COc1ccc(CN2C(=O)CC(=O)NC2=S)cc1	15.7%	14.8%	30.1	29.8	0.2%	-1.0%	25.6	2.7%	0.2%	-5.7	-0.3%
COc1ccccc1Oc1c(C)oc2cc(OC(=O)N(C)C)ccc2c1=O	2.8%	-12.7%	-6.5	0.1	-1.4%	-0.1%	0.2	/	0.6%	-0.6	0.4%

High-throughput results deposited in PubChem BioAssay by National Center for Advancing Translational Sciences (NCATS).
